Screening data as filed in PubChem BioAssay.
HePTP inhibitor – blocks human HePTP tyrosine phosphatase; AID 521; inhibition, % at 20 µM; 0.64% of 110,000 active; recombinant HePTP phosphatase activity, OD absorbance; P35236; in the data active means inhibition above about 50%;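 further: plate controls were vehicle for no effect and reference inhibitor for full effect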
Target sequence (P35236 whole entry, looked up): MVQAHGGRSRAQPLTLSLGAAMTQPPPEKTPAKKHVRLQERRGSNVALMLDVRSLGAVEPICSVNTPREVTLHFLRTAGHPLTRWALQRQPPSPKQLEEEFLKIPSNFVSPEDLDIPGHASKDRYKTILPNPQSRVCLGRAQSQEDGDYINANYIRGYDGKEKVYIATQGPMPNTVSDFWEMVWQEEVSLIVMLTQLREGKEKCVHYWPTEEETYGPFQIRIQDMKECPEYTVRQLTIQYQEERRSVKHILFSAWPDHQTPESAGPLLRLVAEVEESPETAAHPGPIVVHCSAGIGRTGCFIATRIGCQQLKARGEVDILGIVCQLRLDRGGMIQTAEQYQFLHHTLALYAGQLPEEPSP
BAP1 inh – inhibitors of human BAP1 deubiquitinase | Q92560 | recombinant BAP1, Ub-AMC hydrolysis fluorescence kinetic; hits give low values | activity remaining (% of control), % at 20 µM | 0.48% of 72,000 active | AID 436;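 active means activity remaining at or below 50% of control, provided the compound also passes the data quality filters; inactive means the rest, including low values that fail the filters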;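 further: 100% = DMSO wells rate and 0% = substrate alone blank rate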
Target sequence (Q92560 whole entry, looked up): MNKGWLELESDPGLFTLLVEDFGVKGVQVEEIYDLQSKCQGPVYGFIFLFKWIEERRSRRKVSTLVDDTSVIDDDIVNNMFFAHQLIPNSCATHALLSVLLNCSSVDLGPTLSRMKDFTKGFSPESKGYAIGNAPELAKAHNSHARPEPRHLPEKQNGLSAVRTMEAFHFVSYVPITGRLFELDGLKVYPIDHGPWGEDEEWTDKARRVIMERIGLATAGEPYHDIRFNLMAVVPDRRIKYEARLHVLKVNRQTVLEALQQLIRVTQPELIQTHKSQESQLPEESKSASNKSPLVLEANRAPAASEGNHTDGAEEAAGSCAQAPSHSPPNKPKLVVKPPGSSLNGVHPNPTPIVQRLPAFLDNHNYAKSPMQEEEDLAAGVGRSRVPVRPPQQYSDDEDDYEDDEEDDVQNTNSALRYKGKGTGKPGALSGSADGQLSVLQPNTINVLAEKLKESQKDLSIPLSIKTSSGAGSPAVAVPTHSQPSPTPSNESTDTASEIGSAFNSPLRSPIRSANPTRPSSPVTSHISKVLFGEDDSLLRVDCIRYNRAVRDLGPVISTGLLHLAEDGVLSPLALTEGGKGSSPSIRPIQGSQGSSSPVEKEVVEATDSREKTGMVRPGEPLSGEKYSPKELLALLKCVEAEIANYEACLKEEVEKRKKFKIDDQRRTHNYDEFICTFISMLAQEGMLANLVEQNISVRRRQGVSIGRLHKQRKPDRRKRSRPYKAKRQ
Active calls of the source: *; . = no result given.

SMILES	HePTP inhibitor	BAP1 inh
CCOc1ccc(NC(=O)c2cccc3c2C(=O)N(Cc2cccnc2)C3)cc1	9.8	110.5
C=CCNC(=O)CN(c1cc(OC)ccc1OC)S(C)(=O)=O	-14.3	.
COc1ccc(C2CC(=O)C3=C(C2)Nc2ccccc2NC3c2c[nH]c3ccccc23)cc1 (configuration not stated)	-8.3	.
COc1ccc(-c2cc(=O)c3ccccc3o2)cc1	-12.2	.
COc1cccc2cc(-c3nc4ccccc4o3)c(=O)oc12	9.9	.
O=c1[nH]n(Cc2ccccc2)c2ccccc12	3.0	.
COc1ccc(CC2S/C(=N\N=C\c3ccc(C(C)C)cc3)NC2=O)cc1 (configuration not stated)	-1.4	.
NC(=O)C1CCN(C2CC(=O)N(c3ccc(Cl)cc3)C2=O)CC1 (configuration not stated)	-14.8	.
O=C(Nc1ccccc1)Nc1nnc(COc2ccc(Br)cc2)s1	-18.5	.
CC(C)c1ccc(NC(=O)COC(=O)C2=COCCO2)cc1	9.3	115.4
O=C1N=C(N2CCCCC2)CN1c1ccccc1	-23.8	.
COc1ccc2c(c1)C(NC(C)=O)C(=O)N2C (configuration not stated)	8.8	102.1
COc1ccc(CN(C(=S)Nc2ccccc2)C2CC(=O)N(c3ccc(F)cc3)C2=O)cc1 (configuration not stated)	-4.6	.
O=C1c2ccccc2-c2ncnc3c(N4CCOCC4)cc(N4CCOCC4)c1c23	-5.8	80.9
Cc1nnc(Oc2ccccc2F)c2ccccc12	-9.6	91.2
CCn1c(SCC(=O)Nc2cc(C)on2)nc2c(c1=O)SC(C)C2 (configuration not stated)	.	98.7
CCOC(=O)C1CCCN(C(=O)CN2C(=O)C(CC)Oc3ccc(C)cc32)C1 (configuration not stated)	3.7	103.1
O=C(CN1C(=O)NC2(CCCCCCC2)C1=O)N1CCOCC1	2.0	144.2
CC(=O)OC1COC(n2ccc3ccccc32)C(OC(C)=O)C1OC(C)=O (configuration not stated)	3.3	113.2
COc1ccc(NS(=O)(=O)c2ccc(NC(=O)C(C)(C(F)(F)F)C(F)(F)F)cc2)nn1	6.6	100.5
CCOC(=O)NC1CCS(=O)(=O)C1 (configuration not stated)	9.4	89.2
COc1cc(CN2CCN(C(=O)CC(C)C)CC2)cc(OC)c1OC	1.6	92.3
O=C(c1c(F)cccc1F)N(Cc1ccccn1)C1CCCC1	-4.2	91.0
O=C(Nc1ccc(Cl)c(Cl)c1)Nc1nnc(-c2ccc([N+](=O)[O-])cc2)s1	7.3	.
CCCCCC(=O)Nc1ccc(Cl)cn1	8.6	99.8
CN(C1CCCCC1)S(=O)(=O)c1ccc(NC(=O)CCC(=O)O)cc1	3.3	82.4
COc1cc(OC)cc(C(=O)N2CCN(C3CCCC3)CC2)c1	-1.7	.
Cc1ccc(-n2c(C)c3c(C)nnc(C)c3c2C)cc1	11.4	105.4
CCCCc1nnc(NC(=O)C2CCCO2)s1 (configuration not stated)	2.9	104.2
CCn1c(SCC(=O)N2CC(=O)Nc3ccccc32)nnc1-c1ccoc1C	4.6	93.0
CCOC(=O)C1CCCN(CCC(C)c2ccccc2)C1 (configuration not stated)	8.6	95.7
COc1ccc(Br)cc1C(=O)Nc1ccc2oc(-c3ccccc3F)nc2c1	2.1	.
COc1ccc(Br)cc1CNC(=O)CCc1nc(-c2ccc(C)cc2)no1	6.1	78.2
COc1ccc(NC(=O)C(C)Oc2ccc(Cl)cc2Cl)c(OC)c1 (configuration not stated)	3.3	.
O=C(NCc1ccco1)c1ccc(CS(=O)(=O)Cc2ccc(Cl)cc2)o1	6.2	92.7
CN(C)C(=O)N1CCC(C(=O)NCc2cccs2)CC1	4.2	105.0
CCOC(=O)C1CCN(c2ccc([N+](=O)[O-])cc2S(=O)(=O)N2CCOCC2)CC1	.	197.1
COc1ccccc1OCC(=O)Nc1ccc2c(c1)OCO2	-11.4	.
Cc1ccc([N+](=O)[O-])cc1NC(=O)COc1ccc(C(C)(C)C)cc1	6.4	.
Cc1cccc(CN2CCN(C(=O)c3ccncc3)CC2)c1	7.3	.
c1cn2c3c(n1)CCCc3c1cc(C3CCCCC3)ccc12	.	62.2
CC1(C)CC(=O)C(=C2C=C(c3ccccc3)OC(c3ccccc3)=C2)C(=O)C1	-1.8	.
N#C/C(C(=O)Oc1ccccc1)=C1\C=CC=CN1	5.9	89.6
CCc1ccccc1NC(=O)c1cc2sccc2n1C	1.0	87.5
CCOC(=O)c1sc(NC(=O)CSc2nnc3c4ccccc4n(CC)c3n2)nc1C	-12.2	100.8
COC(=O)c1c(C)oc2ccc(OCc3ccc(Cl)cc3)cc12	8.2	.
O=C1c2ccccc2C(=O)N1OCCOCCOCCON1C(=O)c2ccccc2C1=O	6.1	100.0
Cc1ccc(N2CCN(/N=C\c3ccccc3OCC(=O)O)CC2)cc1	1.8	.
CCOC(=O)c1cnc(-n2cc(C)cn2)nc1Nc1ccccc1OCC	4.8	97.8
CC(C)(C)c1cc(C(c2cccnc2)N2CCN(CCO)CC2)cc(C(C)(C)C)c1O (configuration not stated)	9.4	87.1
Cn1c(N)c(/C=N/Nc2ccccc2)c(=O)n(C)c1=O	-19.5	.
CCCOC(=O)Nc1sc2c(c1C(=O)OCC)CCC2	-6.2	71.0
O=C1C2ON(c3ccccc3)C(c3cccnc3)C2C(=O)N1c1ccccc1 (configuration not stated)	-5.3	178.5
COc1ccc(S(=O)(=O)NC2CCCCC2)cc1Br	-4.7	.
CC1CCc2nc(N)c(C#N)c(-c3cccn3C)c2C1 (configuration not stated)	7.8	93.6
Cc1nc(NC(=O)c2ccccc2)sc1-c1csc(Nc2ccc(N)cc2)n1	-0.4	.
CCOC(=O)c1c(C)c(C(=O)NCc2ccc3c(c2)OCO3)c(C)n1C	5.0	95.0
CCOC(=O)CSc1nc2c(sc(=S)n2CCc2ccccc2)c(=O)n1Cc1ccco1	-6.8	66.5
O=S(=O)(NCc1ccccn1)c1ccc2c(c1)OCCO2	2.5	118.5
CC1CCc2c(sc(NC(=O)CC(c3ccccc3)c3ccccc3)c2C(N)=O)C1 (configuration not stated)	0.0	.

Part of the list above, with values under each structure:
Results follow in this order: HePTP inhibitor	BAP1 inh
CCOc1ccc(NC(=O)c2cccc3c2C(=O)N(Cc2cccnc2)C3)cc1
 : 9.8	110.5
C=CCNC(=O)CN(c1cc(OC)ccc1OC)S(C)(=O)=O
 : -14.3	.
COc1ccc(C2CC(=O)C3=C(C2)Nc2ccccc2NC3c2c[nH]c3ccccc23)cc1 (configuration not stated)
 : -8.3	.
COc1ccc(-c2cc(=O)c3ccccc3o2)cc1
 : -12.2	.
COc1cccc2cc(-c3nc4ccccc4o3)c(=O)oc12
 : 9.9	.
O=c1[nH]n(Cc2ccccc2)c2ccccc12
 : 3.0	.
COc1ccc(CC2S/C(=N\N=C\c3ccc(C(C)C)cc3)NC2=O)cc1 (configuration not stated)
 : -1.4	.
NC(=O)C1CCN(C2CC(=O)N(c3ccc(Cl)cc3)C2=O)CC1 (configuration not stated)
 : -14.8	.
O=C(Nc1ccccc1)Nc1nnc(COc2ccc(Br)cc2)s1
 : -18.5	.
CC(C)c1ccc(NC(=O)COC(=O)C2=COCCO2)cc1
 : 9.3	115.4
O=C1N=C(N2CCCCC2)CN1c1ccccc1
 : -23.8	.
COc1ccc2c(c1)C(NC(C)=O)C(=O)N2C (configuration not stated)
 : 8.8	102.1
COc1ccc(CN(C(=S)Nc2ccccc2)C2CC(=O)N(c3ccc(F)cc3)C2=O)cc1 (configuration not stated)
 : -4.6	.
O=C1c2ccccc2-c2ncnc3c(N4CCOCC4)cc(N4CCOCC4)c1c23
 : -5.8	80.9
Cc1nnc(Oc2ccccc2F)c2ccccc12
 : -9.6	91.2
CCn1c(SCC(=O)Nc2cc(C)on2)nc2c(c1=O)SC(C)C2 (configuration not stated)
 : .	98.7
CCOC(=O)C1CCCN(C(=O)CN2C(=O)C(CC)Oc3ccc(C)cc32)C1 (configuration not stated)
 : 3.7	103.1
O=C(CN1C(=O)NC2(CCCCCCC2)C1=O)N1CCOCC1
 : 2.0	144.2
CC(=O)OC1COC(n2ccc3ccccc32)C(OC(C)=O)C1OC(C)=O (configuration not stated)
 : 3.3	113.2
COc1ccc(NS(=O)(=O)c2ccc(NC(=O)C(C)(C(F)(F)F)C(F)(F)F)cc2)nn1
 : 6.6	100.5
CCOC(=O)NC1CCS(=O)(=O)C1 (configuration not stated)
 : 9.4	89.2

More structures:
SMILES	HePTP inhibitor	BAP1 inh
COc1ccc(-c2cc(C(F)F)n3ncc(C(=O)NCC4CCCO4)c3n2)cc1 (configuration not stated)	10.2	133.1
COc1cccc(C(=O)Nc2cnc(NC(=O)c3ccco3)cc2C)c1	3.2	96.7
N#Cc1c(-c2ccco2)cc(-c2ccc(F)cc2)nc1N	2.3	.
Cc1ccc(C(=O)O)cc1S(=O)(=O)N1CCSCC1	6.7	80.6
O=C(NC1CCCCC1)c1cnn2c1NC(c1ccc(Br)cc1)CC2C(F)(F)F (configuration not stated)	.	118.0
CS(=O)(=O)Nc1cccc2cccnc12	3.1	103.3
CC(NC(=O)c1ccccc1Cl)c1ccccc1 (configuration not stated)	97.6*	.
CCOC(=O)c1c(-c2ccc(OC)cc2)csc1NC(=O)C1CC=CCC1C(=O)O (configuration not stated)	105.1*	.
O=C(CSc1oc(-c2ccc(F)cc2)nc1S(=O)(=O)c1ccc(F)cc1)NCC1CCCO1 (configuration not stated)	9.1	.
FC(F)(F)c1cc(-c2cccs2)nc(N2CCOCC2)n1	7.9	151.4
O=C(Cc1cccs1)Nc1cccc(C(=O)Nc2ccco2)c1	0.1	79.8
CC1=NN(c2ccccc2)C(=O)/C1=C\c1ccc(-c2ccc(C)cc2[N+](=O)[O-])o1	3.5	.
COc1ccc(OC)c(C2N(c3ccccn3)C(=O)C3CCCN32)c1 (configuration not stated)	3.1	88.4
COc1cc([N+](=O)[O-])c(Cl)cc1-c1ccc(C2C3=C(CC(C)(C)CC3=O)OC3=C2C(=O)CC(C)(C)C3)o1	-1.2	.
CC(C)C[C@H]1C(=O)N2CCC[C@H]2[C@]2(O)O[C@](NC(=O)[C@@H]3C=C4c5cccc6[nH]c(Br)c(c56)CC4N(C)C3)(C(C)C)C(=O)N12 (some centres not stated)	9.0	62.2
CCOC(=O)c1ccc(NC(=O)C(=O)NCc2ccc(OC)cc2)cc1	6.2	.
COc1cccc(OC)c1C(=O)NC1CCCCC1	9.1	.
Cc1cccc(NC(=O)C(=O)NCCc2ccc(F)cc2)c1C	-1.5	.
O=C(c1ccc(Cl)cc1)C1CCN(C(=O)N2CCOCC2)CC1	8.0	102.9
Nc1ccc2c(c1)C(=O)c1ccccc1C2=O	-4.2	.
C=CCNC(=O)C1CC(=O)N(c2ccc(OCC(=O)Nc3ccc(OC)cc3)cc2)C1 (configuration not stated)	0.0	110.5
COc1ccc(/C=C2\SC(=NCc3ccccc3)N(Cc3ccccc3)C2=O)cc1OC	-3.0	.
COc1cccc(CN2CCN(C3CCCC(C)C3)CC2)c1OC (configuration not stated)	-14.6	.
C=CCOc1ccc(/C=C2\C(=O)NC(C)=C2C(=O)OC)cc1	2.7	.
CCCOc1ccc(/C=C/C(=O)c2ccc(F)cc2)cc1OCC	1.0	.
CCOC(=O)Nc1ccc2ncn(C)c(=O)c2c1	-5.2	104.4
C=CCn1c2ccccc2c2nnc(SCc3ccc4nonc4c3)nc21	10.1	.
Cc1cccn2cc(CNC(=O)c3ccco3)nc12	45.0	87.8
CCOC(=O)C1=C(C)N(CCO)C(=O)NC1c1ccccc1 (configuration not stated)	2.0	66.2
Cc1cc(NC(=O)CCCC(=O)O)no1	-4.6	.
O=C1CC(NCc2ccc3c(c2)OCO3)C(=O)N1Cc1ccc2c(c1)OCO2 (configuration not stated)	8.3	102.5
CCOc1ccccc1-c1nc(C(N)=O)c2[nH]c(=O)n(-c3ccc(F)cc3)c2n1	-0.6	82.8
Cc1ccc(OC(=O)CCc2c(C)nc3ncnn3c2C)cc1	0.8	111.3
Cc1ccccc1Cn1cnc2c(nnn2Cc2ccc(F)cc2)c1=O	-0.1	93.9
COc1ccc(NC(=O)CN(C)S(=O)(=O)c2ccccc2)cc1OC	10.2	74.6
O=S(=O)(NC1CC1)c1ccc(S(=O)(=O)N2CCc3ccccc32)cc1	4.0	89.2
O=c1c2ccccc2c2c1nc1c(=O)c3ccccc3c(=O)n12	-4.1	.
COc1ccc(OC)c(NS(=O)(=O)c2ccc(NC(=O)C3COc4ccccc4O3)cc2)c1 (configuration not stated)	-4.7	.
Cc1cc(=O)oc2ccc(OC(=O)c3cccc(S(=O)(=O)N4CCOCC4)c3)cc12	-1.2	85.3
O=S(=O)(NC1CCCc2ccccc21)c1cnc[nH]1 (configuration not stated)	5.0	88.3
COc1ccc(C2=CC(c3ccc(Cl)cc3)n3cnnc3N2)cc1OC (configuration not stated)	-8.5	.
O=S(=O)(c1ccc2c(c1)OCCO2)N1CCC(n2cnc3cc(F)ccc32)CC1	13.5	88.6
CC(C)c1ccc(C2/C(=C(/O)c3ccccc3)C(=O)C(=O)N2CC2CCCO2)cc1 (configuration not stated)	-4.9	.
CCC(C)(C)NC(=O)C(c1cccnc1)N(CCOC)C(=O)Cn1nnc2ccccc21 (configuration not stated)	-1.1	102.6
COCCNC(=O)CC(NS(=O)(=O)c1ccc(C)cc1)c1ccco1 (configuration not stated)	11.9	107.7
COc1cc(Br)cc(/C=C2\C(=O)NC(=O)N(c3cc(C)cc(C)c3)C2=O)c1OC	-2.0	.
Cc1ccc(C2=NNC(c3ccc(Cl)cc3Cl)S2)cc1 (configuration not stated)	-14.5	.
NNC(=O)CSc1ccc2ccccc2n1	-1.6	.
c1csc(-c2cnc3n2CCCC3)c1	-10.5	.
O=C(O)C1=C(C(=O)Nc2ccc(F)c(Cl)c2)CCCC1	10.1	85.0
c1ccc2c(c1)nc1n2CCS1	10.1	112.3
C(#Cc1ccccc1)CN1CCN(CC#Cc2ccccc2)CC1	-6.9	.
O=[N+]([O-])c1ccc(Cl)c(S(=O)(=O)Nc2cc(Cl)ccc2Cl)c1	3.4	.
O=C(Nc1nc2c(s1)CCCC2)c1ccc(Br)o1	3.2	86.3
COc1cccc(CC(=O)NCC2COc3ccccc3O2)c1OC (configuration not stated)	8.3	112.2
